OX1R antag-1: human HCRTR1 antagonism. O43613. CHO/OX1R cells, Fluo-8 calcium fluorescence, orexin A. inhibition, % at 5 µM. 0.43% of 330,000 active. AID 434989;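 active = inhibition above its plate's threshold, mean inhibition of all tested compounds on the plate plus 3 SD, cut at about 37% in these data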;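 also: 0% = orexin A challenge wells and 100% = SB-334867-A antagonist wells; not every result past the cut was called active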
Target sequence (O43613 whole entry, looked up): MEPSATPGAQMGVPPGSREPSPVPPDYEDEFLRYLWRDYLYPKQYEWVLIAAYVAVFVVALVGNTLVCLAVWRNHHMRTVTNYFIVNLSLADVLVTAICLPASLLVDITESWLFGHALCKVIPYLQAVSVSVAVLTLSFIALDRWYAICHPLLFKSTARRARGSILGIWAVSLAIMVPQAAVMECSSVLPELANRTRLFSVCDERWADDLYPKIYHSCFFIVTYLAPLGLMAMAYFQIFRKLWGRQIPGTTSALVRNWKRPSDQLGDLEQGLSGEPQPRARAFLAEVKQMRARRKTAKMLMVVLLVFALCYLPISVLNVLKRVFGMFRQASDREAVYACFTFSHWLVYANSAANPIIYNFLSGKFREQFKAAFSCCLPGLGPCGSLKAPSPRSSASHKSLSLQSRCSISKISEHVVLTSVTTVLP
OX1R antag-2: OX1R (human) antagonism; O43613; OX1R-expressing cells, FRET antagonist read-out; AID 485270; 1.8% of 330,000 active; inhibition, % at 6.6 µM; in the data active = inhibition mostly above about 38%, no sharp cut-off; inactive = mostly below about 40%;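 also: 0% = agonist challenge alone and 100% = reference antagonist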
Numbers without * were called inactive.

OX1R antag-1	OX1R antag-2	Structure
-35	33	COc1ccc(-c2ccc([C@H]3[C@@H]4C=CCC[C@@]4(C)C(=O)N3Cc3ccccc3)c(F)c2)cc1OC
-22	15	CCOc1cc(S(=O)(=O)N(CC)CC)ccc1Br
-15	18	COCc1c(C(=O)N/N=C(/C)c2cccs2)nnn1-c1nonc1N
-3	-4	CCCCN1C(=O)C(=O)N(CC(=O)Nc2sc(C)c(C)c2C(=O)OC)C1=O
-17	18	O=C(Cc1cccc2ccccc12)NC(=S)Nc1cccc(C(=O)O)c1
-20	2	CC(C)CC(OC(=O)c1ccco1)C(=O)NCC1CCCO1 (centres undefined)
-11	21	Fc1ccc2nc(Nc3nc4c(F)cc(F)cc4s3)sc2c1
-17	16	COc1cccc(CC2(CO)CCN(Cc3cccn3-c3cccnc3)CC2)c1
-31	18	CC(C)Oc1cccc(-c2nnc(SCC(=O)Nc3ccc4c(c3)OCCO4)n2N)c1
23	15	COc1cc(CCc2ccccc2)c(C(=O)O)c(O)c1C/C=C(/C)CCC=C(C)C
2	41	FC(F)Oc1ccc(NC(=S)NCC2COc3ccccc3O2)cc1 (centres undefined)
50*	26	CCOc1ccc2nc(SCCNS(=O)(=O)c3ccccc3)sc2c1
-3	16	O=C(NCc1nnc(SCC(=O)N2CCCC2)o1)c1ccccc1F
-29	18	COc1ccccc1NC(=O)C1(C)Cc2ccccc2C(=O)O1 (centres undefined)
-1	41	C=C1CCN([C@@H](Cc2ccccc2)C(=O)NCc2ccc(Cl)c(Cl)c2)S(=O)(=O)c2ccccc21
-1	9	COc1ccccc1-n1nnnc1SCC(=O)N1CCCC1=O
-28	19	O=C(CCN1C(=O)/C(=C/c2ccccc2F)SC1=S)NCCCN1CCOCC1
-22	23	COc1cccc(NC(=O)C(Sc2nnc(-c3ccncc3)n2-c2ccc(Cl)cc2)c2ccccc2)c1 (centres undefined)
-15	20	COC(=O)c1sccc1NC(=O)Nc1cc(C)ccc1C
-20	17	Cn1c(N)c(C(=O)CN2CCc3ccccc3C2)c(=O)n(C)c1=O
-50	27	COc1ccc(C2C(C(=O)c3ccccc3)=C(C)Nc3nc4ccccc4n32)c(OC)c1 (centres undefined)
8	19	O=C(COc1ccccc1)N(Cc1ccccc1)c1nc(-c2ccccc2)cs1
-3	8	COc1ccc(NC(=O)CCc2ccccc2)cc1S(=O)(=O)N1CCCCC1
1	22	O=C(CSc1nnc(NC(=O)c2cccc(Cl)c2)s1)NCC1CCCO1 (centres undefined)
-24	7	COc1ccc(C(=O)Nc2ccc3[nH]ncc3c2)cc1OC

Given with tabs: 7 of the compounds above.
SMILES	OX1R antag-1	OX1R antag-2
FC(F)Oc1ccc(NC(=S)NCC2COc3ccccc3O2)cc1 (centres undefined)	2	41
CCOc1ccc2nc(SCCNS(=O)(=O)c3ccccc3)sc2c1	50*	26
O=C(NCc1nnc(SCC(=O)N2CCCC2)o1)c1ccccc1F	-3	16
COc1ccccc1NC(=O)C1(C)Cc2ccccc2C(=O)O1 (centres undefined)	-29	18
C=C1CCN([C@@H](Cc2ccccc2)C(=O)NCc2ccc(Cl)c(Cl)c2)S(=O)(=O)c2ccccc21	-1	41
COc1ccccc1-n1nnnc1SCC(=O)N1CCCC1=O	-1	9
O=C(CCN1C(=O)/C(=C/c2ccccc2F)SC1=S)NCCCN1CCOCC1	-28	19

(next part)
OX1R antag-1	OX1R antag-2	Structure
-22	4	O=C(CSc1nc(=O)n2ccccc2n1)N1CCCc2ccccc21
-19	8	CC1CCCCN1C(=O)CN1CCC(c2nc3ccc(Cl)cc3[nH]2)CC1 (centres undefined)
-27	3	CC1=C(CCN2CCN(C3CCCC3)C(CCO)C2)C(C)(C)CCC1 (centres undefined)
61*	50*	COc1ccc2sc(-c3ccc(N(C)C)cc3)c(C#CCO)c2c1
-9	11	CCCn1c(-c2ccc(F)cc2)n[nH]c1=S
-24	16	COc1ccc(OC)c(CNc2ccc([N+](=O)[O-])cc2C)c1
0	7	O=C(CN1CCN(S(=O)(=O)c2ccccc2)CC1)Nc1ccc(N2CCOCC2)cc1
-14	16	Cc1ccc(-n2nc(C)c(NC(=O)CCl)c2C)cc1C
-23	2	COc1ccccc1N(CC(=O)NCC1CCCO1)C(=O)CCC(=O)Nc1nccs1 (centres undefined)
0	15	O=c1[nH][nH]c(C(F)(F)F)c1C=Nc1ccc(Cl)cc1
-21	10	COc1cc(NC(=S)N2CCN(c3ccccn3)CC2)cc(OC)c1OC
-10	13	c1ccc(NC2=NCCN2CC2CCCCC2)cc1
-9	19	CC(NC(=O)c1ccc(OC2CCN(C(=O)c3cccnc3)CC2)cc1)C1CC1 (centres undefined)
5	3	CSCC[C@H](NC(=O)OCc1ccccc1)C(=O)O
4	0	Cc1nc(Cl)nc(N(C)c2ccccc2)c1[N+](=O)[O-]
-2	11	COc1ccc(N(C)S(=O)(=O)c2cccc(C(=O)OCC(=O)N(C)c3ccccc3)c2)cc1
-6	13	COc1cc(/C=C(/NC(=O)c2ccccc2)C(=O)N2CCN(C)CC2)c([N+](=O)[O-])cc1OC
-4	4	COc1cc(S(=O)(=O)Nc2ccccc2N2CCCCC2)ccc1NC(C)=O
4	19	CC1=C(C)CS(=O)N(c2ccc(S(N)(=O)=O)cc2)C1 (centres undefined)
-16	19	COc1ccccc1NC(=O)Nc1ccnn1C1CCCCC1
18	13	COc1ccc(CCNC(=O)C2CC(=O)N(C3CCCC3)C2)cc1OC (centres undefined)
-8	12	O=C(Nc1cccnc1)c1c(F)c(F)c(F)c(F)c1F
-26	25	O=C(CCn1nc(-c2ccccc2)ccc1=O)N1CCN(c2ccccn2)CC1
-22	1	CC(=O)N/C(=C\c1ccc(F)cc1)C(=O)OCc1ccccc1
-12	20	O=C(Cc1ccccc1)N1CCN(S(=O)(=O)c2cccc([N+](=O)[O-])c2)CC1

Sorted by molecular weight (descending): 3 of the compounds above.
OX1R antag-1	OX1R antag-2	Structure
-6	13	COc1cc(/C=C(/NC(=O)c2ccccc2)C(=O)N2CCN(C)CC2)c([N+](=O)[O-])cc1OC
-9	19	CC(NC(=O)c1ccc(OC2CCN(C(=O)c3cccnc3)CC2)cc1)C1CC1 (centres undefined)
-27	3	CC1=C(CCN2CCN(C3CCCC3)C(CCO)C2)C(C)(C)CCC1 (centres undefined)

Later entries:
OX1R antag-1	OX1R antag-2	Structure
-18	-1	C/C(=N/N=C(\C)c1ccccc1O)c1ccccc1O
9	10	CCOc1ccc(Br)cc1S(=O)(=O)NC(=O)c1ccccc1
0	22	CCN(CC)S(=O)(=O)c1cc(C(=O)OCC(=O)c2ccc3c(c2)NC(=O)CO3)ccc1F
2	42	CCOc1ccccc1CNCCNCC(C)O (centres undefined)
-18	17	CN(C)C1=NC[C@H](Cc2ccccc2)N1CCc1cccc(F)c1
-24	3	CCN=C(NCC)SC1CC(=O)N(c2ccc(OCC)cc2)C1=O (centres undefined)
-7	16	O=C(Cc1c(C(=O)O)[nH]c2ccccc12)NCCN1CCN(c2ccccc2F)CC1
4	4	Cc1ccc(OC(C)C(=O)Nc2cc(C)on2)cc1 (centres undefined)
-28	1	CCn1c(SCC(=O)Nc2cccc(S(=O)(=O)N(C)c3ccccc3)c2)nnc1C1CC1
-27	-5	CNC(=O)COc1ccc(Nc2nnc(-c3ccc(C)c(S(N)(=O)=O)c3)c3ccccc23)cc1
-37	11	CCSc1nnc(NC(=O)NC2CCCCC2)s1
-28	15	Cc1ccccc1CNc1ncnc2cc(Cl)ccc12
-26	6	O=C(N/N=C/c1ccccn1)NC12CC3CC(CC(C3)C1)C2
-13	16	C[C@H](NC(=O)C1CCN(S(=O)(=O)c2ccccc2)CC1)C(=O)NCc1ccccc1
3	31	COC(=O)c1ccc(Cl)c(NC(=O)CN(c2ccc(OC)cc2)S(=O)(=O)c2ccccc2)c1
-21	21	COCc1cc(/C=N\NC(=O)Cc2ccc(Cl)cc2)ccc1OC
3	19	O=C(NNc1cc(C(F)(F)F)nc2ccccc12)Nc1cccc(Cl)c1
-38	16	CCCN[C@@H]1C(=O)N2C(C(=O)OCCC)=C(C)CS[C@H]12
3	11	O=C1CS/C(=N/N=C/c2cccs2)N1
-21	25	Cc1cc(=O)n2nc(-c3ccc(C(F)(F)F)cc3)sc2n1
1	8	O=S(=O)(Cc1ccccc1)NCc1ccccn1
-2	-1	O=C(O)C1C2CCC(O2)C1C(=O)Nc1cccc(Cl)c1 (centres undefined)
-2	9	Cn1c(CNC(=O)c2ccco2)nnc1SCC(=O)c1ccccc1
-31	7	CN(C)c1ccc(N2C(=NC(=O)COc3ccccc3)SC3CS(=O)(=O)CC32)cc1 (centres undefined)
-13	26	Cc1ccc(C(=O)CN(C(=O)c2ccc(Cl)c(Cl)c2)N2C(=O)C3CCCCC3C2=O)cc1C (centres undefined)
-25	6	COc1ccc(C(=O)Nc2ccc3c(c2)OCCO3)cc1S(=O)(=O)N1CCOCC1
-18	6	CCOc1ccc(N2C(=O)c3ccc(C(=O)OCc4c(C)noc4C)cc3C2=O)cc1
-12	17	OCCC1CN(Cc2nc(-c3ccccc3)cs2)CCN1Cc1ccc(F)cc1 (centres undefined)
-28	11	CC(C)(C)OC(=O)C[C@@H]1C/C=C\C[C@H](CC(=O)N[C@H](CO)Cc2ccccc2)C(=O)N[C@H](Cc2ccccc2)COC1=O
-6	5	CC1CN(C(=O)c2ccc(COc3ccc(C(C)C)cc3)o2)CC(C)O1 (centres undefined)
-4	12	Nc1cc(=O)[nH]c(SCC(=O)N2N=C(c3ccc(Cl)cc3)CC2c2ccco2)n1 (centres undefined)
-9	-1	CS(=O)(=O)c1nc(-c2ccc(Br)cc2)n[nH]1
-11	-3	O=C(Nc1ccccc1N1CCCCC1)c1ncoc1-c1ccc(F)cc1
-26	19	CN(C)C(CNC(=O)c1cc(S(=O)(=O)N(C)c2ccccc2)ccc1Cl)c1ccccc1 (centres undefined)
-3	9	Cc1ccc(S(=O)(=O)N2CCOCC2)cc1C(=O)N1CCOCC1
-24	-2	Cc1cc(C(=O)Nc2ccccc2Cl)c2ccccc2n1
-13	4	CC(=O)Nc1nc(CC(C)C)cc(-c2ccccc2)c1C#N
-20	6	CCCn1nc(C(=O)NC2CCCC2)c2ccccc2c1=O
0	0	CCCC(=O)Nc1c(-c2ccc(OC)cc2)c(=O)c2ccccc2n1C
-5	17	O=C(NN=C(Cc1ccccc1)Cc1ccccc1)c1ccc(F)cc1
-20	1	CCOc1ccc(NC(=O)CCC(=O)NNC(=O)COc2ccc(C)cc2Br)cc1
-24	7	Cc1cc(C)c2nc(N3CCCN(C(=O)c4ccco4)CC3)c(C#N)cc2c1
-20	57	O=S1c2ccccc2Nc2ccccc21
-9	3	CN(C)/C=N/n1cnc2ccccc2c1=O
-24	1	CCc1ccc(NS(=O)(=O)c2cc3c(cc2C)n(C)c(=O)c(=O)n3C)cc1
-8	21	O=C(/C=C/c1ccco1)Oc1cc(Br)cc(/C=N/NC(=O)c2ccccc2O)c1
-14	8	CC(CN1CCCC(C(N)=O)C1)c1ccccc1 (centres undefined)
-11	7	CC(C)Cn1c(=O)n(C)c(=O)c2[nH]cnc21
-10	3	COc1ccc(C(F)(F)F)cc1N/C=C/c1nnnn1-c1ccc(C)cc1
9	27	CN(c1ccc(OC(=O)c2ccc(-n3cncn3)c([N+](=O)[O-])c2)cc1)S(=O)(=O)c1ccccc1

Profiles, quoted from the list. Order of screens: OX1R antag-1	OX1R antag-2
Results for `Nc1cc(=O)[nH]c(SCC(=O)N2N=C(c3ccc(Cl)cc3)CC2c2ccco2)n1` (centres undefined) = -4	12
Results for `Cc1cc(C(=O)Nc2ccccc2Cl)c2ccccc2n1` = -24	-2
Results for `CC(=O)Nc1nc(CC(C)C)cc(-c2ccccc2)c1C#N` = -13	4
Results for `CN(C)C(CNC(=O)c1cc(S(=O)(=O)N(C)c2ccccc2)ccc1Cl)c1ccccc1` (centres undefined) = -26	19
Results for `Cc1cc(C)c2nc(N3CCCN(C(=O)c4ccco4)CC3)c(C#N)cc2c1` = -24	7

Other results.
OX1R antag-1	OX1R antag-2	Structure
-7	-1	CCN(CC)CCCNC(=O)Cn1ncn2cccc2c1=O
-22	26	Cc1cccc(-n2ncc3c(Nc4ccc(F)cc4)ncnc32)c1
-29	11	COc1ccccc1C(=O)C1CCCN(Cc2cn[nH]c2C2CCCCC2)C1 (centres undefined)
-29	19	C/C=C/c1ccc(OCC(O)CN2CCCCC2CC)c(OC)c1 (centres undefined)
5	13	CCn1c(-c2ccc3[nH]c(C)c(C)c3c2)n[nH]c1=S
-1	3	Cc1ccnn1Cc1cc(C(=O)O)c2ccccc2n1
-25	10	C=CCNC(=S)N/N=C/c1ccc(C)cc1C
-7	24	Cc1cccc(C)c1NC(=S)NCCc1ccc(O)c(O)c1
-14	6	CN(C)CCNC(=O)c1ccc(COc2ccc(Cl)cc2Cl)cc1
-7	7	CCc1nccn1CCC(=O)N1CCCC(Nc2ccc(F)cc2)C1 (centres undefined)
4	4	Cc1ccc(C(=O)NCCNC(=O)c2cccnc2)cc1
-7	43	CNc1[nH]c(=O)[nH]c(=O)c1N=Nc1cc(Cl)ccc1Cl
-23	17	CCC(C(=O)NC1CCCC1)N(C(=O)Cn1nnc(-c2ccc(C)o2)n1)c1cccc(OC)c1 (centres undefined)
-4	36	C/C(=N\NC(=O)Cc1cccn1C)c1cccc2ccccc12
-9	8	Cc1ccc(C(=O)NCC(=O)NCc2cc(=O)n(C)c(=O)n2C)cc1
2	21	CC1CCN(S(=O)C23CC4CC(CC(C4)C2)C3)CC1 (centres undefined)
-3	2	CCc1nnc(NC(=O)CCC(=O)N2CCCC2)s1
-8	10	O=C(CCc1ccc(S(=O)(=O)N2CCOCC2)cc1)Nc1ccc(F)cc1[N+](=O)[O-]
-17	7	Cc1cccc2sc(NC(=O)CN3C(=O)C4CC=CCC4C3=O)nc12 (centres undefined)
-14	10	CC(C)C(=O)N[C@@H]1c2ccccc2CC[C@H]1OCc1ccccc1
-22	21	Nc1ccccc1CNc1nc(NCCO)nc2c1ncn2CCN1CCOCC1
-14	22	Cc1cccc(NC(=O)c2ccc(NCC3CCCO3)c([N+](=O)[O-])c2)n1 (centres undefined)
-19	24	O=C(NC1CCCCC1)C(c1ccc(F)cc1)N(C(=O)c1csnn1)C1CCCC1 (centres undefined)
-37	13	Cc1ccc2nc(NC(=O)C3CCCN3C(=O)OC(C)(C)C)sc2c1 (centres undefined)
